Assay outcomes from PubChem.
bCat nuc transl: alters nuclear translocation of beta-catenin in HeLa cells; immunofluorescence imaging; actives 0.3% (n = 190,000); nuclear translocation activity, % at 5 µM;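 active = nuclear translocation activity above 50% at 5 µM, with a well cell count of 50 or more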;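 note: per-cell ratio of nuclear to cytoplasmic median beta-catenin stain intensity; plate controls were DMSO negative control for no effect and GSK-3 inhibitor IX positive control for full effect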
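Test system: human HeLa cells, endogenous beta-catenin. Times: 24 h compound exposure, 37°C. Measured by: beta-catenin immunofluorescence imaging with DAPI.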
T cell HTS: T cell immune modulators affecting CD8 T cell-vesicle binding; calls only at 7 µM; 2C CD8+ T cell-vesicle binding, flow cytometry; stronger effect = lower value; actives 0.068% (n = 330,000);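 active = response, share of CD8 T cells binding vesicles, and their 90th percentile fluorescence all below set limits, cut at about 80% in these data, passing the limit was not always enough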
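Read-out – percent CD8+ FL2 mean versus row control · System – murine 2C transgenic CD8+ T lymphocytes · Times – 1.5 h cell–vesicle binding at 37 °C, then 20 min icy labelling · Control set – naked vesicles low, QL9 vesicles with vehicle high · Detection – cytometric PE anti-B7-1 and Alexa647 anti-CD8 signals after 1% paraformaldehyde fixation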
ER stress rescue: protection against thapsigargin-triggered cell killing – 384-well, CSM14.1, ATP luminescence, primary screen (AID 1222) | CSM14.1 thapsigargin-induced death rescue, ATP luminescence; higher % means a stronger effect | one-dose cellular ATP content (survival), % at 20 µM; EC50 in µM for titrated hits | 190,000 tested, under 10 active;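 active = EC50 below 50 µM in the dose-response confirmation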;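 note: death triggered by thapsigargin at about 15 µM added after 2 h compound pretreatment; cell ATP read after overnight thapsigargin exposure of roughly 18 to 22 hours; normalized against plate controls of thapsigargin alone and 5% DMSO vehicle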
Hep lipid drop: hepatic lipid droplet formation modulation; AML12 mouse hepatocytes, oleate lipid droplets, BODIPY imaging; inhibition, % at 6.5 µM; actives 0.4% (n = 240,000);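 active = lipid droplet intensity inhibited by at least 50%, with more than 500 cells counted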
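Material: mouse AML12 hepatocyte cell line, fixed after treatment; Timing: compound with oleate, overnight; Technique: high-content imaging of BODIPY-stained droplets and DAPI nuclei; Probe or stimulus: oleate, 100 µM final; Dosing: compound at 6.5 µM only.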
Insulin prom up: MIN6 insulin promoter up-regulation. MIN6 insulin promoter-GFP reporter, high-content imaging; stronger effect = higher value. z-score at 5 µM. actives 0.3% (n = 190,000);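 active = z-score above 3 at 5 µM with at least 500 cells counted in the well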
PhoP inhibition: inhibitors of PhoP regulon expression, primary screen, Salmonella Typhimurium, GFP reporter (AID 1863); S. Typhimurium PhoP-regulated promoter GFP reporter, 4 h; higher % means a stronger effect; one-dose inhibition, % at 50 µM; IC50 in µM for titrated hits; actives 0.16% (n = 300,000);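 active = inhibition over 29.93%, a cutoff 3 SD above the screen mean, later confirmed by dose response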;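 note: 0% = low Mg2+ inducing control and 100% = high Mg2+ repressing control; strong numbers were not always called active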
Dynein cargo inh: dynein cargo transport inhibition; 3617.4 mouse cells, GR-EGFP nuclear translocation imaging; test concentration mostly 20 µM; stimulated with dexamethasone, 1 µM; stronger effect = lower value; z-score, hits read low; actives 0.47% (n = 220,000); AID 1381;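 active = plate z-score of nuclear minus cytoplasmic receptor signal below a set negative limit, without overly bright fluorescence or cell loss, cut at about -3.5 in these data, passing the limit was not always enough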;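 note: z-score of nuclear minus cytoplasmic ring GR-EGFP intensity difference per well; some compounds called inactive have numbers as strong as hits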
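medium = tetracycline-free induction medium containing charcoal-stripped FBS | probe or stimulus = dexamethasone, 1.0 µM final | timing = 48 h induction, then 1 h compound, then 30 min agonist, 37 °C | detection = automated 10x imaging of fixed Hoechst-stained cells | read-out basis = nuclear versus cytoplasmic GR-EGFP signal, averaged per well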
MT stabilizer: microtubule stabilizers in HeLa cells; HeLa tubulin immunostaining HCS, 24 h; share of cells brighter than vehicle mean+2SD; % tubulin-high responders, % at 10 µM; actives 0.83% (n = 200,000); AID 2205;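 active = plate Z-score above 3 for both tubulin-high and condensed-nucleus cell shares, with cell loss under 80%, at 10 µM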;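 note: anti alpha tubulin signal scored within the nucleus-defined area of each cell; some results filed as inactive read as strong as hits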
Autophagy mod: modulators of autophagy; MEF GFP-LC3 puncta imaging; test concentration mostly 10 µM; calls only at 10 µM (by protocol); actives 0.98% (n = 190,000); AID 463193;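 active = percentage of spot-positive cells more than 3 SD above its plate mean, without a fluorescence outlier flag or 80% toxicity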;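 note: spot-positive cell cutoff set from DMSO-treated cells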
Dynein cargo inh cytoplasmic EGFP: also measured in Dynein cargo inh; calls as there; z-score; measured here: cytoplasmic GR-EGFP intensity; stronger effect = higher value
Dynein cargo inh nuclear GR-EGFP: second read-out of Dynein cargo inh, no call of its own (marks repeat the call); z-score; measured here: nuclear GR-EGFP intensity;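 lower value marks the stronger effect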
Dynein cargo inh cell count: recorded beside Dynein cargo inh, whose call it bears; z-score; measured here: cell count per field
Insulin prom up cell count: also measured in Insulin prom up; calls as there; cell count; measured here: cytotoxicity, nuclei count;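 total cells summed across four imaged fields per well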
Hep lipid drop cells 6.5 µM: further read-out of Hep lipid drop, marked with its call; cell count; measured here: cell count, cytotoxicity flag;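 cells counted across two imaged fields per well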
bCat nuc transl cell count 5 µM: also measured in bCat nuc transl; calls as there; cell count; measured here: cell count, cytotoxicity flag
T cell HTS vesicle-bound %: second read-out of T cell HTS, no call of its own (marks repeat the call); double positive events, %; measured here: CD8+ vesicle-bound cell fraction;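 binding gate set so that unloaded-vesicle control wells show 10% double positive cells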
MT stabilizer Hoechst-high %: second read-out of MT stabilizer, no call of its own (marks repeat the call); % Hoechst-high responders; measured here: nuclear condensation Hoechst responders;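 share of cells brighter than vehicle mean plus two SD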
MT stabilizer cytotoxicity %: further read-out of MT stabilizer, marked with its call; toxicity, %; measured here: cytotoxicity by cell density;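 0% = mean cell density of plate MIN control wells and 100% = no cells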
Autophagy mod cell loss 18 h: recorded beside Autophagy mod, whose call it bears; toxicity, %; measured here: cell loss, nuclei count;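 cell loss after 18 h compound exposure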
The depositor's hits bear a star; i = inactive; nt = no result given; + = active, no number. No enrichment for hits, and some 3% of all compounds hit somewhere here.

compound | Insulin prom up cell count | bCat nuc transl | PhoP inhibition | T cell HTS vesicle-bound % | MT stabilizer cytotoxicity % | Dynein cargo inh cell count | T cell HTS | Insulin prom up | MT stabilizer Hoechst-high % | Autophagy mod cell loss 18 h | Dynein cargo inh nuclear GR-EGFP | ER stress rescue | Autophagy mod | bCat nuc transl cell count 5 µM | Hep lipid drop cells 6.5 µM | Hep lipid drop | Dynein cargo inh | MT stabilizer | Dynein cargo inh cytoplasmic EGFP
Cc1c(NC(=O)c2c(N)sc3c2CCCC3)c(=O)n(-c2ccccc2)n1C | 1339 | -0.7 | -11% | 10 | 7.0 | 0.18 | i | 0.68 | 2.0 | 6 | -0.62 | -11% | i | 1131 | 693 | 3 | -0.43 | 1.5 | -0.32
COc1ccccc1-c1nnc(SCC(=O)NCc2ccco2)n1N | 1266 | 1.1 | 1% | 24 | 6.7 | 0.32 | i | 0.09 | 3.8 | -4 | 0.54 | -0.5% | i | 1021 | 702 | -2 | 0.58 | 3.8 | -0.36
COc1ccc(S(=O)(=O)Nc2cccc(-c3ccc4nncn4n3)c2)cc1F | 1176 | 2.9 | 3% | 55 | 54* | 0.19 | i | -0.5 | 50* | 21 | -0.15 | nt | i | 1073 | 679 | -3 | -0.21 | 30* | -0.27
CCSC1=C(C#N)C(c2ccc(C)o2)CC(=O)N1 (stereo unspecified) | 1055 | -0.4 | 0% | 58 | nt | 0.45 | i | -0.07 | nt | nt | 0.41 | nt | nt | 1312 | 697 | -18 | -0.35 | nt | -0.24
Cc1csc(=Nc2ccccc2)n1CCCN1CCCC1=O | 1586 | 0.0 | 9% | 45 | 6.2 | 0.5 | i | -0.33 | 0.9 | 17 | 0.23 | -0.9% | i | 952 | 666 | -1 | -0.31 | 1.8 | -0.24
CCc1cccc(NC(=O)c2ccc(NS(=O)(=O)c3c(C)noc3C)cc2)c1 | 1309 | -0.3 | 9% | 31 | 8.5 | -0.024 | i | 1.9 | 2.5 | -5 | 0.23 | -0.5% | i | 778 | nt | nt | 0.12 | 1.4 | -0.22
CNC(=O)c1ccc(-c2ccc(Cl)c(Cl)c2)s1 | 1383 | 0.9 | 6% | 59 | 9.7 | -0.87 | i | -1.3 | 1.0 | 10 | -0.24 | nt | i | 1179 | 638 | -3 | 0.26 | 3.8 | -0.34
C(=N/Nc1cc(N2CCOCC2)nc(N2CCOCC2)n1)/c1ccccc1 | 744 | -0.6 | 27% | 36 | 8.2 | -0.15 | i | -1.1 | 8.0 | 2 | -0.18 | -1.8% | i | 1002 | 583* | 120* | 0.52 | 2.2 | -0.24

Some values from above.
Cc1csc(=Nc2ccccc2)n1CCCN1CCCC1=O in Insulin prom up reads -0.33
CCSC1=C(C#N)C(c2ccc(C)o2)CC(=O)N1 (stereo unspecified) in Hep lipid drop reads -18

Laid out differently: entries from further up.
Every second line gives: Insulin prom up cell count | bCat nuc transl | PhoP inhibition | T cell HTS vesicle-bound % | MT stabilizer cytotoxicity % | Dynein cargo inh cell count | T cell HTS | Insulin prom up | MT stabilizer Hoechst-high % | Autophagy mod cell loss 18 h | Dynein cargo inh nuclear GR-EGFP | ER stress rescue | Autophagy mod | bCat nuc transl cell count 5 µM | Hep lipid drop cells 6.5 µM | Hep lipid drop | Dynein cargo inh | MT stabilizer | Dynein cargo inh cytoplasmic EGFP
> Cc1c(NC(=O)c2c(N)sc3c2CCCC3)c(=O)n(-c2ccccc2)n1C
 : 1339 | -0.7 | -11% | 10 | 7.0 | 0.18 | i | 0.68 | 2.0 | 6 | -0.62 | -11% | i | 1131 | 693 | 3 | -0.43 | 1.5 | -0.32
> COc1ccccc1-c1nnc(SCC(=O)NCc2ccco2)n1N
 : 1266 | 1.1 | 1% | 24 | 6.7 | 0.32 | i | 0.09 | 3.8 | -4 | 0.54 | -0.5% | i | 1021 | 702 | -2 | 0.58 | 3.8 | -0.36

(further entries)
compound | Insulin prom up cell count | bCat nuc transl | PhoP inhibition | T cell HTS vesicle-bound % | MT stabilizer cytotoxicity % | Dynein cargo inh cell count | T cell HTS | Insulin prom up | MT stabilizer Hoechst-high % | Autophagy mod cell loss 18 h | Dynein cargo inh nuclear GR-EGFP | ER stress rescue | Autophagy mod | bCat nuc transl cell count 5 µM | Hep lipid drop cells 6.5 µM | Hep lipid drop | Dynein cargo inh | MT stabilizer | Dynein cargo inh cytoplasmic EGFP
O=C1c2cccc3cccc(c23)C(=O)N1CCN1CCN(C(=S)Nc2ccc(Cl)cc2)CC1 | 1411 | -1.6 | 18% | 56 | 3.0 | -0.4 | i | -0.45 | 2.3 | 0 | 0.79 | 1.4% | i | 1042 | 646 | 0 | 1.3 | 4.7 | -0.2
Cc1nc([N+](=O)[O-])c(Br)n1CC(=O)c1ccc2ccccc2c1 | 940 | nt | 2% | 20 | 9.6 | -1.4* | i | -0.49 | 2.4 | 0 | -2.1* | 4.8% | i | nt | 765 | -8 | -4.3* | 3.5 | 2.9*
COCCCNC(=S)Nc1ccc2nc3n(c(=O)c2c1)CCCCC3 | 1164 | 1.4 | -3% | 8 | 3.4 | 0.32 | i | -0.71 | 1.8 | 13 | 0.08 | -0.7% | i | 1082 | 673 | -38 | -0.55 | 1.7 | -0.32
CCc1ccc(C(=O)NNC(=S)Nc2ccc(S(N)(=O)=O)cc2)s1 | nt | -0.4 | -2% | 59 | 1.1 | 0.85 | i | nt | 2.6 | 9 | -0.42 | 0.8% | i | 1112 | 702 | -6 | -1.1 | 4.3 | 0.012
O=C(O)c1ccc(Cl)c(NC(=S)NC(=O)c2ccccc2[N+](=O)[O-])c1 | 1087 | -2.0 | -3% | 18 | 5.2 | 0.01 | i | 0 | 2.7 | 9 | -0.18 | -1.0% | i | 1143 | 700 | 4 | -1.5 | 6.3 | -0.23
O=C(Cc1ccc(Br)cc1)Nc1cccc(-c2cn3c(n2)SCC3)c1 | 1533 | -1.1 | 7% | 42 | 5.6 | 1.4 | i | 0.05 | 2.1 | 3 | 0.19 | 0.7% | i | 1022 | 702 | -1 | 0.57 | 0.8 | -0.2
COc1cc(C(Nc2ccc(S(=O)(=O)NCC3CCCO3)cc2)C(=O)NC(C)(C)C)cc(OC)c1OC (stereo unspecified) | 1093 | -1.3 | 0% | 57 | nt | 0.25 | i | -2 | nt | nt | 0.42 | nt | nt | 1277 | 694 | 10 | -0.004 | nt | -0.22
Nc1nc(-c2cccnc2)nc(N2CCCCC2)n1 | 860 | -0.4 | -10% | 42 | 2.6 | 0.35 | i | -0.56 | 1.6 | 11 | -0.49 | 0.1% | i | 1104 | nt | nt | -0.94 | 1.1 | 0.09
Cc1cc(C)cc(OCc2nc3ncc(Br)cc3[nH]2)c1 | nt | nt | nt | 22 | 43* | 0.25 | i | nt | 38* | 45* | 0.18 | nt | + | nt | nt | nt | -0.56 | 34* | 0.46
CCOc1ccc2c(c1)c(N=Nc1cccc(C(=O)O)c1)c(O)n2C | 1298 | 1.5 | -17% | 32 | 3.7 | 0.21 | i | -0.39 | 1.6 | 4 | 0.047 | -2.1% | i | 1051 | 646 | 4 | -0.076 | 2.2 | -0.24
O=C(NCc1ccco1)c1ccc(COc2ccccc2Cl)cc1 | 1447 | -1.5 | -7% | 6 | 6.0 | -1.4 | i | 0.5 | 2.1 | 20 | 1.3 | -1.9% | i | 1427 | nt | nt | 1.6 | 3.2 | -0.00086
S=c1nc(Cc2ccc(Cl)cc2)[nH]c2ccccc12 | 1253 | -1.7 | -6% | 58 | 5.0 | 0.71 | i | -1.1 | 2.5 | 13 | -0.75 | 0.0% | i | 1054 | nt | nt | -0.94 | 2.5 | -0.16
Cc1cc(C)cc(C(=O)NCC(=O)OCc2cc([N+](=O)[O-])cc3c2OCOC3)c1 | 1211 | -0.6 | 15% | 16 | 9.2 | -0.86 | i | -0.36 | 2.5 | -6 | 1.1 | -3.4% | i | 958 | 596 | -3 | 1.6 | 4.4 | -0.21
COC(=O)c1cc2sccc2n1Cc1ccc(C)cc1 | 1397 | 0.2 | -7% | 20 | 1.1 | -1.7 | i | 0.06 | 1.4 | 9 | 1 | -1.6% | i | 1290 | nt | nt | 1.5 | 2.4 | -0.13
Cc1cc(NC(=O)CCC(=O)N(CCC(C)C)CC(=O)NCC2CCCO2)no1 (stereo unspecified) | nt | -2.0 | 6% | 7 | 11 | -0.23 | i | nt | 1.5 | 5 | 0.18 | 0.8% | i | 859 | nt | nt | 0.067 | 1.6 | -0.22
COC(=O)c1c(NC(=O)CN2CCN(S(=O)(=O)c3ccccc3)CC2)sc2c1CCC(C)C2 (stereo unspecified) | 1374 | -0.8 | -15% | 43 | 7.5 | 1.1 | i | -0.28 | 2.4 | 12 | -0.19 | 4.7% | i | 1118 | 641 | -11 | -0.98 | 3.4 | -0.21
CCOC(=O)c1c(C)oc2c1c(C=NCCC(=O)O)c(O)c1ccccc12 | nt | -3.6 | 5% | 45 | 6.4 | 0.15 | i | nt | 2.0 | 8 | 0.4 | -3.3% | i | 1001 | 668 | -16 | -0.24 | 2.3 | -0.28
CNCc1ccccc1OCc1ccccc1F | 1705 | -2.9 | 2% | 49 | 2.9 | 0.42 | i | -1.3 | 1.9 | 0 | 0.63 | -1.0% | i | 1136 | 717 | -1 | 0.26 | 5.0 | -0.29
